RAD52 anneal inh = inhibitors of human RAD52 DNA annealing; P43351; recombinant RAD52 DNA annealing, FRET fluorescence; inhibition, % at 18.7 µM; 0.46% of 360,000 active; AID 651710;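 active means every replicate showing at least 50% inhibition; inconclusive means mean inhibition at least 50% but not in every replicate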
Target sequence (P43351 whole entry, looked up): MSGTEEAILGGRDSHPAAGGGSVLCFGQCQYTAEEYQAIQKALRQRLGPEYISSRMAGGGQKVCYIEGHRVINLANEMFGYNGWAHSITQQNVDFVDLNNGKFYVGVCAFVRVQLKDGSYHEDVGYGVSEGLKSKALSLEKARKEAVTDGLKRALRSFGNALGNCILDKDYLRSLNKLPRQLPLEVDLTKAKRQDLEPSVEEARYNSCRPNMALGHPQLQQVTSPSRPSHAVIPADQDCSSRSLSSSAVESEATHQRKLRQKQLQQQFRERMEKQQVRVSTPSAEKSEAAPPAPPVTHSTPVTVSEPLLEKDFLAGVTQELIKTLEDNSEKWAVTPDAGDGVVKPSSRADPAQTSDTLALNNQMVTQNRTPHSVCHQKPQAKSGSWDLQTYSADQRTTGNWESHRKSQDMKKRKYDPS
miR122 inh = blocks miR-122 activity in Huh7 sensor cells; AID 602342; Huh7 miR-122 Renilla luciferase sensor, 48 h; neutral wells = 0, positive control = 100; 0.3% of 340,000 active; activation (reporter increase), % at 12.5 µM;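 active means mean replicate activation score at least 90 and every replicate individually at or above 90; inconclusive means only one of the two criteria met; inactive means neither criterion met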;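 further: higher luciferase means less miR-122 activity so hits act as miR-122 inhibitors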
Cneo AK release = Cryptococcus neoformans lysis via adenylate kinase release; lysis activity, % at 15 µM; AID 651654; C. neoformans lysis, adenylate kinase release luminescence, 4 h; normalised: neutral wells 0, clomiphene wells 100; 0.2% of 360,000 active;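 active means mean lysis activity across replicates of at least 80%, whatever share of replicates individually reach that level; inactive means mean lysis activity below 80%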
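Test system: log-phase Cryptococcus neoformans yeast cells; Quantity: yeast cell density of 5 × 10^6 cells/mL; Buffer or medium: YPD; Doses: single compound concentration per well; Timing: 4 h at 37 °C static, read 1 h later; Measured by: AK luminescence; Read-out basis: lysis from increased AK signal; Control set: Clomiphene as positive control.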
RAD54 inh = RAD54 (human) branch migration inhibition. inhibition, % at 10.4 µM. RAD54 Holliday junction branch migration, FAM/BHQ fluorescence. AID 602329. 0.14% of 360,000 active. Q92698;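 active means mean normalized replicate activity at least 40 and at least half of replicates scoring 40 or more; inconclusive means only one of the two criteria met; inactive means mean below 40 and under half of replicates reaching 40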;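 further: 0% = median of neutral control wells and 100% = median of positive control wells; inhibitors cause a drop in the FAM fluorescence signal; in these data hits start at about 50%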
PglD DTNB = inhibitors of Campylobacter jejuni PglD acetyltransferase; purified PglD enzyme, DTNB colorimetric CoA detection; inhibition, % at 12.5 µM; 0.098% of 360,000 active; in the data active means inhibition above about 16%, passing the limit was not always enough; inconclusive means no clear call, values can overlap the other calls; further: strong numbers were not always called active
E-sel inducer = E-selectin induction on HUVECs | activation, % at 7.58 µM | HUVEC E-selectin immunofluorescence imaging; normalized: neutral wells 0, TNF-alpha wells 100 | AID 686992 | 0.37% of 260,000 active | P16581;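 active means mean E-selectin-positive cell signal at least 10% of the positive control, reached in at least 60% of replicates, without over 20% cell loss; inconclusive means no rule given, readout overlaps actives, possibly toxicity-flagged; inactive means the rest, including those meeting only one limit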;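 further: in these data hits start at about 27%; measured in HUVEC primary endothelial cells; signal is the percent of cells scored E-selectin positive by PE staining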
Target sequence (P16581 whole entry, looked up): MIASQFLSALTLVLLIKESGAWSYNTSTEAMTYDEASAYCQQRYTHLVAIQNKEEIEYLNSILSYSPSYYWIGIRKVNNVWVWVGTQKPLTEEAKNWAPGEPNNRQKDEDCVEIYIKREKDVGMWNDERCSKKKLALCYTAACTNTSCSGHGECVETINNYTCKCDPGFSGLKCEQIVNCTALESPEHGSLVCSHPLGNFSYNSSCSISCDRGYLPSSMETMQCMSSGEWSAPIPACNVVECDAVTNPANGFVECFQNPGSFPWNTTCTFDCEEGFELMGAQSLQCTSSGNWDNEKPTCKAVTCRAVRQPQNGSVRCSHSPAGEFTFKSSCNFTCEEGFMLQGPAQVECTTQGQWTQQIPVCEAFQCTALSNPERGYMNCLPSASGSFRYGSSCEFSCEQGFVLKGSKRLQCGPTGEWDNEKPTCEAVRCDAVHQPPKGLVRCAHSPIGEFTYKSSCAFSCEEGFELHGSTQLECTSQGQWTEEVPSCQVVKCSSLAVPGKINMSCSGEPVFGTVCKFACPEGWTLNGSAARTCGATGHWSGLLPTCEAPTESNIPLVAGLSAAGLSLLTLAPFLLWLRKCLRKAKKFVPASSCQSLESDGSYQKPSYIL
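Material: HUVEC primary endothelial cells; Amount: 3,000 cells per well; Dosing: single concentration; Medium: EGM-2 growth medium on 0.1% gelatin-coated wells; Read-out basis: percent E-selectin-positive cells; Signal: immunofluorescence imaging; Control set: TNF-alpha, DMSO.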
PGC1a acetyl inh = PGC1a acetylation modulation, inhibitor mode. U2OS PGC1a acetylation, AlphaScreen anti-acetyl-lysine; with virally co-expressed GCN5 acetyltransferase. inhibition, % at 15.6 µM. 0.17% of 350,000 active. AID 651687;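 active means every replicate shows inhibition of at least 40%; inconclusive means mean inhibition at least 40% but some replicate below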;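 further: 0% = neutral control wells and 100% = positive control wells; some results beyond the cut were filed as inactive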
ERAP1 HTS inh = ERAP1 (human) enzyme inhibition; 0.15% of 340,000 active; AID 652197; inhibition, % at 10.7 µM; recombinant ERAP1, Leu-AMC fluorescence, 60 min;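 active means mean replicate inhibition of at least 30%, or all replicates individually reaching that 30% level; inactive means mean below 30% and not every replicate reaching it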;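 further: 0% = neutral control wells and 100% = L-leucinethiol positive control wells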
Active calls of the source: *; i = inactive; ? = inconclusive; / = no result given; & = joins results of further samples; [ ] = dose if it differs, or a comment. Rows are unselected (roughly 1.4% active in at least one column).

SMILES | RAD52 anneal inh | miR122 inh | Cneo AK release | RAD54 inh | PglD DTNB | E-sel inducer | PGC1a acetyl inh | ERAP1 HTS inh
COc1ccc([C@@H]2[C@@H]3C(=O)N(C(C)(C)C)C(=O)[C@@H]3[C@]3(CC(C)C)C(=O)N(c4cccc(Br)c4)C(=O)N23)cc1 | -4 | 2 | -1 | 9 | -3 | / | 3 | -1
CC(=O)N[C@@H](Cc1c[nH]c2ccccc12)C(=O)OCC(=O)NCc1ccc2c(c1)OCO2 | -42 | -5 | -2 | 1 | 6 | 4.8 | 1 | 2
CC(CCc1ccccc1)NC(=O)c1ccccc1F (stereo not given) | -17 | 2 | 0 | -16 | -1 | 0.0 | -1 | /
O=C(O)C[C@@H]1CC[C@H](NC(=O)Nc2ccccc2)[C@H](CO)O1 | -9 | / | 7 | -1 | 2 | -0.1 | -6 | -3
C[C@@H]1CN([C@H](C)CO)C(=O)Cc2cc(NC(=O)CCCCCC(=O)Nc3ccccc3N)ccc2O[C@H]1CN(C)C(=O)Nc1ccc2c(c1)OCO2 | -11 | 1[16.7 µM] | 2 | -5 | -3 | ? | -5 | -2
CCCOc1ccc(Oc2cc(C)nc(SC)n2)nn1 | / | -11 | -1 | 0 | / | / | -8 | /
CCSc1nnc(NC(=O)c2ccc3c(c2)OCO3)s1 | / | 11 | -1 | 2 | -2 | / | 12 | /
Cc1ccc(S(=O)(=O)N2CCOCC2)cc1C(=O)NC1CCCC(C)C1C (stereo not given) | -4 | 1 | 0 | -13 | 3 | / | / | -2
C[C@H](NC(=O)C[C@@H]1C=C[C@@H](NC(=O)C2CCC2)[C@H](CO)O1)c1ccccc1 | 22 | / | 2 | 4 | 3 | 0.0 | 10 | 4
O=C1C(Cl)=C(N2CCCC2)C(=O)N1c1ccc(F)cc1 | -103 | -8 | 7 | -6 | -5 | -0.1 | 1 | 3
N/C(CN1CCCC1=O)=N\OC(=O)c1ccccc1Cl | / | -7 | 0 | -12 | -4 | / | -4 | /
CC(C)C[C@H]1CN=C(N(C)C)N1CC1CCCCCC1 | -3 | 1 | 0 | 2 | -3 | 0.1 | 4 | -5
O=C(C1CCCN(C2CC(=O)N(c3ccc(Cl)cc3)C2=O)C1)N1CCCC1 (stereo not given) | 6 | -2 | 0 | -1 | 1 | 0.6 | / | -3
C[C@H](CO)N1C[C@H](C)[C@H](CN(C)S(=O)(=O)c2ccc(C#N)cc2)Oc2ncc(C#Cc3cccc(F)c3)cc2C1=O | 1 | -6[16.7 µM] | 0 | 4 | -2 | -0.1 | 2 | 3
O=C1c2ccccc2NC(c2cccc(O)c2)N1NS(=O)(=O)c1ccccc1 (stereo not given) | -14 | -1 | -1 | -2 | -5 | / | 0 | 38*
CCc1ccccc1NC(=O)N1CCC(NC(=O)C(Cc2ccc(OC)c(OC)c2)NC(C)=O)CC1 (stereo not given) | / | 4 | 0 | -18 | -4 | / | -5 | /
CCOC(=O)N1CCN(CC(=O)Nc2sccc2C#N)CC1 | -14 | -1 | 5 | -2 | 2 | -0.3 | / | 4
O=C(COC(=O)CNS(=O)(=O)c1ccc(Br)cc1Cl)NC1CCCC1 | 16 | 0 | -2 | 5 | 0 | -1.7 | -5 | 3
CCOc1ccc(CN2CCN(C3CCC3)CC2CCO)cc1 (stereo not given) | -2 | 0 | 2 | 3 | -7 | -0.2 | 25 | 5
N#CC1=C(N)SC(N)=C(C#N)C1c1cccc(O)c1 | i | 0 | 1 | -70 | 5 | / | -11 | 4
C[C@H]1CCCCO[C@H](CN(C)S(=O)(=O)c2ccc(Cl)cc2)[C@@H](C)CN([C@@H](C)CO)C(=O)c2cc(NC(=O)Nc3ccccc3)ccc2O1 | -14 | 6[16.7 µM] | 3 | -4 | 6 | 0.3 | 0 | 2
Cc1noc(C)c1NC(=O)Nc1ccc2c(c1)C(=O)N([C@@H](C)CO)C[C@H](C)[C@@H](CN(C)C(=O)Cc1ccccc1)OCCCC[C@H](C)O2 | -1 | 9[16.7 µM] | 3 | 8 | -1 | 0.1 | 7 | 2
CC(C)NC(=O)N(C)C[C@H]1OCCCC[C@@H](C)Oc2ccc(NC(=O)Nc3cccc4ccccc34)cc2C(=O)N([C@H](C)CO)C[C@@H]1C | 5 | 44[16.7 µM] | -3 | -5 | 0 | / | -5 | -8
COc1cc(C2C(C#N)=C(N)Oc3c2oc(CO)cc3=O)ccc1OC(C)C (stereo not given) | / | -2 | 2 | -2 | -8 | / | -12 | /
CCO/N=C(/C)c1c(O)c(C)c(-c2ccccc2)n(-c2ccccc2)c1=O | / | 3 | -1 | -3 | -5 | / | -14 | /
Cc1nn(-c2ccccc2)c(Cl)c1C1C(C#N)=C(N)OC2=C1C(=O)CC(C)(C)C2 (stereo not given) | / | 2 | 3 | -4 | -2 | / | 7 | /
COc1ccc(N/C=C/c2nc(SC)nnc2C)cc1 | -79 | -1 | -1 | -10 | -3 | / | -9 | 7
Cn1c(=O)n(C)c2cc(NC(=O)Cc3ccccc3[N+](=O)[O-])ccc21 | 4 | 9 | 1 | -6 | 7 | 1.9 | -6 | 6
O=C(C[C@@H]1CC[C@H]2[C@@H](COC[C@@H](O)CN2C(=O)c2ccncc2)O1)NCc1cccc(F)c1 | / | 3[16.7 µM] | -2 | 0 | 9 | 0.0 | -5 | /
O=C(N/C(=C\c1ccc([N+](=O)[O-])cc1)C(=O)N1CCOCC1)c1ccco1 | -1 | / | -4 | 1 | -1 | / | / | 2
O=C(NCCc1ccccc1)C(c1ccc(F)cc1)N(C(=O)c1csnn1)C1CC1 (stereo not given) | -1 | -6 | 2 | -2 | 5 | / | 4 | -2
O=C(COC(=O)/C=C/c1ccco1)NCc1ccc(Cl)cc1Cl | -23 | -12 | 0 | -8 | -2 | / | 0 | 2
CC(=O)NC(CC(=O)Nc1ccc(S(=O)(=O)N2CCOCC2)cc1)c1ccccc1 (stereo not given) | -13 | 23 | -2 | 13 | 3 | / | 0 | 0
O=C(Nc1nnc(-c2ccc(F)cc2)o1)C1CCCN1S(=O)(=O)c1cccs1 (stereo not given) | -10 | -4 | -1 | 0 | -5 | 0.0 | / | 0
Cc1ccc(-c2noc(CNc3ccccc3)n2)cc1 | / | -3 | -3 | 13 | -3 | / | -1 | /
CC(C)(C)NC(=O)C(c1ccc(O)cc1)N(C(=O)CCC(=O)Nc1nccs1)c1cccc(F)c1 (stereo not given) | -12 | -1 | / | / | / | 0.1 | 3 | 2
CC(Oc1ccccc1)C(=O)OCC(=O)NC(=O)NC1CCCCC1 (stereo not given) | -8 | 2 | -1 | 2 | 0 | / | -1 | -3
COCn1c(-c2ccc(OC)c(OC)c2)nc2ccccc21 | / | -4 | -8 | -7 | 1 | / | 6 | /
Cc1ccc(NC(=O)NCc2ccc3c(c2)OCO3)cc1 | / | 2 | -3 | -6 | -5 | / | 4 | /
N#CCCn1ccc(NC(=O)c2ccc(Cl)cc2)n1 | / | -2 | 0 | 0 | -2 | / | -1 | /

Grouped by structure, the entries above containing a thiophene ring, fused or not (2)
SMILES | RAD52 anneal inh | miR122 inh | Cneo AK release | RAD54 inh | PglD DTNB | E-sel inducer | PGC1a acetyl inh | ERAP1 HTS inh
CCOC(=O)N1CCN(CC(=O)Nc2sccc2C#N)CC1 | -14 | -1 | 5 | -2 | 2 | -0.3 | / | 4
O=C(Nc1nnc(-c2ccc(F)cc2)o1)C1CCCN1S(=O)(=O)c1cccs1 (stereo not given) | -10 | -4 | -1 | 0 | -5 | 0.0 | / | 0

Later entries
SMILES | RAD52 anneal inh | miR122 inh | Cneo AK release | RAD54 inh | PglD DTNB | E-sel inducer | PGC1a acetyl inh | ERAP1 HTS inh
Cc1sc2nc(SCC(=O)N3CCCC3)[nH]c(=O)c2c1C | -5 | -1 | 3 | -7 | 4 | -0.5 | -2 | 5
CCCn1c(NC(=O)c2ccc([N+](=O)[O-])o2)nc2ccccc21 | -26 | -3 | 3 | 1 | 1 | / | / | 0
Cc1cc(C)n(CC(O)CN(c2ccccc2)S(=O)(=O)c2ccccc2)n1 (stereo not given) | / | 5 | 0 | 0 | -11 | / | 6 | /
Cc1ccccc1-c1cnc2c(c1)C(=O)N([C@H](C)CO)C[C@H](C)[C@H](CN(C)Cc1ccccc1F)O2 | 8 | -10[16.7 µM] | -7 | -2 | -1 | 0.1 | -7 | 0
Cc1nc(CNS(=O)(=O)c2ccc(Br)cc2)cs1 | -16 | 5 | 1 | 0 | 5 | 0.0 | 15 | -6
CC(=O)c1ccc(NC(=O)c2sc3nc(C)c(C)c(C)c3c2N)cc1 | -14 | 4 | 5 | 6 | -2 | 1.0 | 3 | 0
CCc1nn2cc(C(=O)c3ccccc3O)cnc2c1-c1ccc(F)cc1 | -16 | 9 | -2 | 4 | -1 | 7.1 | -1 | 0
CN(C)C(=O)C[C@@H]1C[C@H]2c3cc(NS(=O)(=O)c4ccc(F)cc4)ccc3O[C@H]2[C@@H](CO)O1 | / | 0[16.7 µM] | 17 | -5 | 4 | 0.4 | 3 | /
COc1ccc(NC(=O)Nc2ccc3c(c2)C(=O)N([C@@H](C)CO)C[C@H](C)[C@H](CN(C)Cc2ccccc2)O3)cc1 | 10 | -5[16.7 µM] | -1 | 4 | -1 | -0.1 | -1 | 4
CN(C)c1ccc(/C=N/NC(=O)c2ccc3c(c2)OCCO3)cc1 | -42 | 3 | -3 | -5 | -2 | -0.2 | / | 2
C[C@H](CO)N1C[C@H](C)[C@H](CN(C)C(=O)NC2CCCC2)Oc2ncc(C#CC3CCCCC3)cc2C1=O | 8 | 19[16.7 µM] | 2 | -1 | 4 | 0.4 | -1 | -6
CCC(=O)N1CC[C@@H]2[C@H]1c1cc(C#Cc3ccccc3F)ccc1N[C@@H]2CO | / | -8[16.7 µM] | 8 | -1 | -1 | 0.3 | 0 | /
CCCn1c(SCC(=O)NC(C)(C)C)nnc1C(C)C | / | -7 | 2 | -9 | -1 | / | 10 | /
O[C@@H]1CN(CC2CCCCC2)[C@@H](c2ccc(Cl)cc2)C[C@H]1n1cc(C2CC2)nn1 | -14 | 5 | -2 | 8 | 1 | / | -2 | 0
O=C(C[C@@H]1C[C@H]2c3cc(NC(=O)Nc4ccccc4F)ccc3O[C@H]2[C@H](CO)O1)NCC(F)(F)F | -11&6 | 5 | 0 | 4 | -4 | 0.0&0.0 | 9 | -2&-1
C[C@@H]1CN([C@H](C)CO)C(=O)Cc2cc(NC(=O)Nc3ccc(C(F)(F)F)cc3)ccc2O[C@H]1CN(C)Cc1ccc(C(=O)Nc2ccccc2N)cc1 | 3 | -6[16.7 µM] | 3 | 4 | 1 | -0.3 | 5 | -2
O=C(CSc1nnc(-c2ccccc2F)o1)N1CCNC1=O | -2 | 5 | -1 | -1 | 0 | -0.1 | 2 | -5
O=C(c1cc([N+](=O)[O-])ccc1Cl)N1CCc2ccccc21 | -14 | / | 1 | -11 | -3 | 0.4 | / | 1
CC(=O)Nc1ccc(NC(=O)COc2cccc3c2OC(C)(C)C3)cc1 | -7 | -1 | 3 | 3 | -3 | 3.7 | 8 | -5
